# DRD3 antagonist: blocks the human D3 dopamine receptor | P35462 | D3R cells, DiscoveRx beta-arrestin luminescence, antagonist mode; stronger effect = lower value | max response, negative = inhibition, % | actives 2.5% (n = 360,000); in the data active = max response below about -50%; inconclusive = no clear call, values can overlap the other calls; note: % is set by controls: 0 for no effect and ±100 for the full control effect; mostly tested at two doses, the higher about 12 µM
#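 Cells expressing the human receptor were seeded at 1500 cells/well, incubated overnight at 37 degrees C in 5% CO2, then exposed to library compounds with dopamine controls for 90 minutes at 37 degrees C before luminescent detection.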
# EPAC2 antagonist: EPAC2 (human) antagonism; Potency, µM (series often up to 114 µM), for inactives: at the highest dose activity, negative = inhibition, usual class: inhibitors; actives 0.18% (n = 360,000); Q8WZA2; EPAC2 GEF exchange of Rap1B-BODIPY-GDP, fluorescence; note: potency is the fitted concentration of half-maximal effect; % is set by controls: 0 for no effect and ±100 for the full control effect; nearly all actives have a fitted effect of over 45% in size; many of its hits are not listed in these tables
# Target sequence (Q8WZA2 whole entry, looked up): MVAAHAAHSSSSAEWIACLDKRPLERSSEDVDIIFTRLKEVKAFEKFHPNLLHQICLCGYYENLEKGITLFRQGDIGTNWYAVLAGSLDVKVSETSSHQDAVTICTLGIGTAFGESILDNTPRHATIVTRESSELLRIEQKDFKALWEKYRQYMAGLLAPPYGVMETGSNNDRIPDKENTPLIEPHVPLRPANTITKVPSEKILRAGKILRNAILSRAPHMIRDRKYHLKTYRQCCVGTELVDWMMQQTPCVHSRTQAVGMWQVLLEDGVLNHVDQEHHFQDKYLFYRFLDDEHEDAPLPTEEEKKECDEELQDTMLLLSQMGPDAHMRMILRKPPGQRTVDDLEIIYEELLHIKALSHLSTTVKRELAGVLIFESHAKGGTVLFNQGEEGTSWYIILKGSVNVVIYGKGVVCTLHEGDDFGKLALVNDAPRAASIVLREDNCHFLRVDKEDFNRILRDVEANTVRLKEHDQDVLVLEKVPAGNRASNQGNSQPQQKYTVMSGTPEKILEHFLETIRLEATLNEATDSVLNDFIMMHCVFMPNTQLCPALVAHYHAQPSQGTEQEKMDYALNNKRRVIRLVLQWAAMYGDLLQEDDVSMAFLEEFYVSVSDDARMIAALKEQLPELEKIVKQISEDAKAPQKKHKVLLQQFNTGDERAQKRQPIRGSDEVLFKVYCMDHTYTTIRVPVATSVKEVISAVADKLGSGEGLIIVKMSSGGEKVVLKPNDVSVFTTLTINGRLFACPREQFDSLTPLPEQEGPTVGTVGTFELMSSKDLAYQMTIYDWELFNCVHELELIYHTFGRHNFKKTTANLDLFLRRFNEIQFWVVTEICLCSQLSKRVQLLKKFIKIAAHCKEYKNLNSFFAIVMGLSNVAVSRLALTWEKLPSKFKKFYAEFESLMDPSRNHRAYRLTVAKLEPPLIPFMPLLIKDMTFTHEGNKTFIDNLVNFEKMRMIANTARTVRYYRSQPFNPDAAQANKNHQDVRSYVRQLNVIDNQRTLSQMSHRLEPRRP
# FUS yeast rescue: suppressors of FUS proteinopathy in yeast; AID 1347120; actives 0.24% (n = 390,000); Potency, µM (highest dose often 76.6 µM), inactives show at the highest dose growth rescue (activation), hits mostly activators; S. cerevisiae FUS-expressing, growth rescue, OD600, 24 h;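 note: potency is the fitted concentration of half-maximal effect; plate controls were DMSO vehicle for no effect and reference control for full effect; nearly all actives have a fitted effect of over 55% in size; some results filed as inactive show a strong effect at the top dose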
#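 Cultures pregrown in 2.5% raffinose medium are shifted to minimal medium containing 2% galactose to express toxic FUS. Compounds are tested at several concentrations. After 24hr at 30C, growth is quantified at 600 nm absorbance.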
# EPAC2 ag: agonists of human EPAC2 (RAPGEF4); Q8WZA2; EPAC2 activation, biochemical qHTS; response scale: 100% = 6.5 mM cAMP response; Potency, µM (titrated, usually from 154 µM), for inactives: at the top dose activation, most hits filed as activators; actives 0.079% (n = 360,000); AID 720711; note: potency is the fitted concentration of half-maximal effect; nearly all actives have a fitted effect of over 50% in size
#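 Setup: EPAC2 100 nM, labeled Rap1B complex 250 nM, free GDP 50 uM. Compound titrations pinned in, brief spin, 5 min room temperature incubation. Kinetic fluorescence read over 30 min, normalized to 6.5 mM cAMP.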
# aSyn rescue: alpha-synuclein toxicity inhibition in yeast; Yeast expressing alpha-synuclein, growth rescue, BacTiter-Glo, 24 h; Potency, µM (highest dose often 46.1 µM), for the others: top-dose growth rescue (activation), hits mostly activators; actives 0.14% (n = 370,000); AID 652106; note: potency is the fitted concentration of half-maximal effect; % of control where 0% means no effect; nearly all actives have a fitted effect of over 65% in size
#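 Screening used galactose-induced yeast with toxic alpha-synuclein levels, exposed to compound for 24 hr at 30 deg C. Cell growth, read with BacTiter-Glo luminescence, gave the measured signal.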
# Abeta yeast res: A-beta toxicity reversal in yeast; Potency, µM (doses to about 46.1 µM), inactives show at the top dose growth rescue, actives largely listed as activators; yeast expressing A-beta42, growth rescue, OD600, 48 h; response scale: 0% DMSO, 100% iron-clioquinol control; actives 0.063% (n = 410,000); note: potency is the fitted concentration of half-maximal effect; nearly all actives have a fitted effect of over 55% in size
#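 Yeast A-beta toxicity model in growth medium with pinned compounds, 48 h at 30 C; growth read as absorbance at 600 nm. Normalized to FeCl3/clioquinol equimolar mix (positive) and DMSO (negative).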
# DRD3 agonist: agonists of human D3 dopamine receptor. D3R DiscoveRx beta-arrestin cells, luminescence, 90 min. max activation, %. actives 0.58% (n = 410,000). AID 652048; in the data active = max activation above about 30%; note: 0% is about no effect; mostly tested at two doses, the higher about 12 µM
#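 Agonist-mode cell screen: cells plated at 1500/well and incubated overnight at 37 °C, then exposed to library compounds for 90 min at 37 °C. Detection reagent was added for 30–60 min at room temperature, and luminescence was read.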
# TDP-43 yeast inh: rescues yeast growth from TDP-43 toxicity. actives 1.8% (n = 410,000). Potency, µM (series often up to 46.1 µM), without a hit: top-dose growth rescue (activation), most hits filed as activators. TDP-43 expressing yeast growth rescue, BacTiter-Glo, 24 h. AID 652104; note: potency is the fitted concentration of half-maximal effect; % of control where 0% means no effect; nearly all actives have a fitted effect of over 50% in size
#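 Yeast cells expressing TDP-43 under galactose induction are exposed to compounds for 24 hr at 30 deg C. BacTiter-Glo luminescence measures growth, so protective compounds score as activators.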
# * hit, by the source's call; ? = inconclusive; . = not tested or not shown; & = joins results of further samples; [ ] = another dose, or the depositor's remark. Unless noted, calls come from the whole dose curve; as a rule, active = well fitted curve in the direction sought with a large enough effect; inconclusive = small, poorly fitted or top-dose-only effect, or another doubt; inactive = no such curve, though single readings can be large; an effect the other way counts as inactive or inconclusive. An excerpt. The share of hits here may be higher or lower than overall.
SMILES,DRD3 antagonist,EPAC2 antagonist,FUS yeast rescue,EPAC2 ag,aSyn rescue,Abeta yeast res,DRD3 agonist,TDP-43 yeast inh
COc1ccc(C(=O)Nc2c(C(C)(C)C)nn(C)c2C(C)(C)C)cc1,-1,0%,16%,10%,-9%,-15%,-4,-6%
Cc1cc2ncn(C(=O)N3CCCCCC3)c2cc1C,0,6%,24%,-2%,3%,10%,-2,24%
Cc1ccc(S(=O)(=O)N2CCC(C(=O)NCCCN3CCCC3=O)CC2)cc1C,9,13%,7%,1%,2%,-16%,8,1%
Cc1ccc(CNC(=O)CN(C)S(=O)(=O)c2cccc3cccnc23)cc1,-17,12%,-10%,10%,4%,-10%,-1,11%
COc1ccc(-c2nnc(NC(=O)c3ccc(S(=O)(=O)N4COCC4(C)C)cc3)o2)cc1,-65*,-3%,5%,-12%,-1%,23%,4,11%
CCC1CN(C(=O)NCc2ccccc2)c2cc(Cl)ccc2O1 (stereo unspecified),5,-15%,2%&20%,8%,8%,7%&-3%,2&-6,26%&-6%
O=C1CSC(c2cn(-c3ccccc3)nc2-c2cccs2)N1CC1CCCO1 (stereo unspecified),11,-11%,13%,11%,0%,15%,-2,12%
CCOC(=O)c1c(C)n(C)c2cc(-c3ccc(F)cc3)c(O)cc12,30,11%,-27%,-4%,-2%,0%,3,0%
COc1ccc(OCCOC(=O)CNC(=O)c2ccc(Cl)cc2Cl)cc1,-19,-1%,14%,5%,-2%,10%,-11,6%
CC(NC(=O)c1ccc(N2CCNCC2)c([N+](=O)[O-])c1)C12CC3CC(CC(C3)C1)C2 (stereo unspecified),-8,-3%,26%,16%,-2%,-4%,-3,4%
CCc1ccccc1NC(=O)CN1CCCN(Cc2cc(C)ccc2C)S1(=O)=O,.,.,27%,.,.,-1%,7,22%
O=C1c2ccccc2NC(c2ccccc2Br)N1CCCN1CCOCC1 (stereo unspecified),-10,1%,.,-17%,-5%,6%,-3,16%
NC(=O)c1cccnc1Oc1ccc(Cl)cc1Cl,-12,-5%,22%,1%,-2%,-5%,-7,-1%
CCN(CC)c1ccc(/C=N/N2CCOCC2)c(O)c1,-9,2%,-1%,-3%,2%,7%,-2,16%
O=C(COc1cccc(Br)c1)N/N=C/C(=O)c1ccccc1,29,-11%,10%,10%,15%,-12%,-6,-9%[0.397 µM]
CCCCCN(C(=O)CCC(=O)OC(C)C(=O)NCc1ccccc1)c1c(N)n(CCCC)c(=O)[nH]c1=O (stereo unspecified),6,-14%,43%,-1%,-5%,-2%,3,-9%
Cc1ccccc1CC(=O)N1CCC(CCC(=O)NC2CC2)CC1,26,2%,3%,13%,-1%,-3%,3,3%
CCN(CC)CCN(C(=O)c1ccco1)c1nc2ccc(Br)cc2s1,.,.,-19%,.,.,-22%,-16,-10%
Cc1cccc(/C=N/Nc2cc(N3CCOCC3)nc(N3CCOCC3)n2)c1,-21,-18%,20%,18%,7%,4%,0,-5%
CCOCCOC(=O)Cn1cnc2scc(-c3ccc(C)cc3)c2c1=O,6,-6%,4%,-3%,9%,-12%,3,26%
C=CCSc1nnc(-c2cccc3ccccc23)o1,.,-3%,2%,9%,.,-10%,.,.
O=C(CSc1ccc(Cl)cc1)Nc1ccc(N2CCN(C(=O)c3ccc(Cl)cc3)CC2)cc1,20,5%,36%,-8%,-1%,-2%,13,0%
CC(=O)Nc1ccc(NC(=O)CCC(=O)OCC(=O)c2ccc(F)cc2)cc1,-27,6%,-8%,7%,0%,.,-12,-6%
COc1ccc(CNC(=O)c2sccc2-c2ccccc2)cc1OC,11,-13%,37%,7%,4%,4%,11,14%
CCOC(=O)C1=CCC(c2ccccc2)N(S(=O)(=O)c2ccccc2C)C1 (stereo unspecified),-15,-8%,12%,10%,2%,-1%,5,9%
CCOc1ccc(C(=O)N[C@H](C(=O)NNC(=O)c2cccs2)C(C)C)cc1,-24,11%,10%,-9%,6%,3%,3,9%
Cc1ccc(S(=O)(=O)N2CCOCC2)cc1C(=O)OCC(=O)NC1CCCCC1,12,1%,-11%,9%,1%,5%,-1,-2%
CC1(C)Oc2ccc3ccc(=O)oc3c2-c2cn[nH]c21,-6,3%[57.1 µM],1%,?,10%,-29%,1,5%
Cc1ccc2c(c1)c1c(c(=O)n(-c3ccccc3)c(=O)n1CC(=O)c1ccc(F)cc1)n2C,.,.,-2%,.,.,-6%,4,29%
C=CCNC(C(=O)Nc1cccc(OC)c1)c1ccccc1 (stereo unspecified),-1,-6%,22%,0%,-2%,-7%,1,14%
CC(C)n1c(=O)c2ccccc2n1C(=O)c1ccccc1,0,9%,3%,11%,-2%,-11%,-10,?
COc1ccc(NC(=O)CCc2nnc3ccc(N4CCN(c5cccc(OC)c5)CC4)nn23)cc1,36,-10%,43%,-9%,2%,2%,1,24%
O=C(Nc1ccccc1C(=O)OCc1cc(=O)n2c3c(sc2n1)CCCC3)c1cccc(Cl)c1,.,.,5%,.,.,-19%,-5,5%
CCOC(=O)c1ccc(N2C(=O)c3n[nH]c(C)c3C2c2ccc(C(C)(C)C)cc2)cc1 (stereo unspecified),.,.,0%,.,.,-11%,-1,17%
Cc1nc2nc(C)c(CCC(=O)O)c(C)n2n1,11,-1%,-21%,7%,-1%,17%,1,-14%
C[C@H](CO)N1C[C@H](C)[C@@H](CN(C)C(=O)Nc2ccc(C(F)(F)F)cc2)Oc2c(NC(=O)Nc3ccc(C(F)(F)F)cc3)cccc2C1=O,14,-18%,?,-10%,-21%,-36%[inhibitor],-13,12%

# Quoted at random: two compounds from above.
SMILES,DRD3 antagonist,EPAC2 antagonist,FUS yeast rescue,EPAC2 ag,aSyn rescue,Abeta yeast res,DRD3 agonist,TDP-43 yeast inh
O=C(Nc1ccccc1C(=O)OCc1cc(=O)n2c3c(sc2n1)CCCC3)c1cccc(Cl)c1,.,.,5%,.,.,-19%,-5,5%
C[C@H](CO)N1C[C@H](C)[C@@H](CN(C)C(=O)Nc2ccc(C(F)(F)F)cc2)Oc2c(NC(=O)Nc3ccc(C(F)(F)F)cc3)cccc2C1=O,14,-18%,?,-10%,-21%,-36%[inhibitor],-13,12%

# (further entries)
SMILES,DRD3 antagonist,EPAC2 antagonist,FUS yeast rescue,EPAC2 ag,aSyn rescue,Abeta yeast res,DRD3 agonist,TDP-43 yeast inh
CC1=C(C(=O)N(C(C)C)C(C)C)CC(CC(=O)NCc2cccc3ccccc23)C(=O)N1CCC1=CCCCC1 (stereo unspecified),-4,-5%,?,1%,?,17%,-5,0%
CCc1ccccc1NC(=O)CCC(=O)OCC(=O)c1ccc(-c2ccccc2)cc1,0,18%,23%,-2%,7%,3%,-2,-15%
CC(=O)c1cc(NC(=O)c2ccc([N+](=O)[O-])cc2)c(=O)oc1C,7,4%,3%,-1%,8%,4%,0,27%
CCSc1ccc([C@@H]2[C@H]3C(=O)N(C)C(=O)[C@H]3[C@]3(C(=O)OC)CCCCN23)cc1OC,1,-10%,?,17%,-3%,-2%,21,16%
CN(C(=O)COC(=O)CN1C(=O)c2ccccc2C1=O)c1c(N)n(Cc2ccccc2)c(=O)[nH]c1=O,6,13%,.,-1%,-9%,3%,2,?
C1=CCN(c2nc(N3CCOCC3)nc(N3CCCc4ccccc43)n2)CC1,35,-12%,17%,6%,?,4%,2,1%
N#CC(Cc1ccc(OC(F)F)cc1)c1nc2ccccc2[nH]1 (stereo unspecified),-5,8%,10%,-7%,-18%,-27%,1,-5%
Cc1ccc(/C=C2\SC(=S)N(CCC(=O)NNS(=O)(=O)c3ccccc3)C2=O)cc1,-9,5%,14%,-1%,-2%,-15%,-14,-21%
CCc1ccc(CNC(=O)CCc2cn(C)c3ccccc23)cc1,3,-1%,-4%,-4%,17%,1%,-5,?
O=C1N/C(=N/c2ccccn2)SC1Cc1ccccc1 (stereo unspecified),8,9%,-8%,2%,1%,-1%,-7,-4%
CCOc1ccccc1NC(=O)c1ccccc1N(C)S(C)(=O)=O,?,0%,-14%,1%,-11%,-6%,16,-15%
Cc1ccccc1OC/C(O)=C(\C#N)c1nc2ccccc2[nH]1,-3,10%,-13%,-6%,-6%,7%,3,0%
Cc1cc(C)n(-c2nnc(C)n2N)n1,-17,-2%,-14%,6%,4%,5%,8,14%
CC(=O)O[C@H]1CC[C@@]2(C)C(=CC[C@H]3[C@@H]4CC[C@H](C5(C)OCCO5)[C@@]4(C)CC[C@@H]32)C1,2,5%,-15%,-5%,3%,-2%,2,8%
CC(C)NC(=O)COc1cccc2ccccc12,6,7%,-9%,-4%,-1%,11%,5,?
COc1ccc(N=C2NC(=O)C(CC(=O)NCCc3ccc(OC)c(OC)c3)S2)cc1 (stereo unspecified),-8,17%,8%,-2%,2%,7%,12,-7%
CN(CCOc1ccccc1)C(=O)c1cc([N+](=O)[O-])ccc1N1CCOCC1,11,5%,6%,12%,3%,-15%,-13,0%
CC1=C(C(=O)N(C(C)C)C(C)C)CC(CC(=O)NC(c2ccccc2)c2ccccc2)C(=O)N1Cc1ccc(F)cc1 (stereo unspecified),11,-11%,20%,-2%,-1%,-1%,2,0%
Cc1nn(C)cc1NC(=O)CCSc1nc(-c2ccco2)cc(C(F)(F)F)n1,11,4%,10%,0%[15.6 µM],-2%,12%,8,2%
CCCc1nn2c(=O)cc(CSCC(=O)Nc3nnc(CC)s3)nc2s1,-14,1%,2%,11%,-3%,1%,1,-1%
O=C1NC[C@@H](CCCCN2C[C@H](Cc3ccc(O)cc3)N(CC3CCCCC3)C(=O)C2=O)N(Cc2ccccc2)C1=O,-75*,9%,22%,3%,-5%,-6%,-15,-9%
O=C(Cc1cc2ccccc2o1)NCc1ccc(F)cc1,-22,2%,-21%,-4%,1%,3%,2,?
CN(c1ccccc1)c1ccc(/C=C(\CCC(=O)O)c2nc3ccccc3s2)cc1[N+](=O)[O-],-12,79µM*,.,1%,-18%,-19%,4,4%
CCOc1cc(-c2sc(Nc3ccccc3)n[n+]2-c2ccc(F)cc2)ccc1OC,16,4%,18%,6%,3%,-4%,19,3%
Cc1c(Cl)cccc1NC(=O)c1cnc2sc(N3CCOCC3)nn2c1=O,.,.,?,.,.,-16%,-12,-11%
Cc1nc(S(=O)(=O)c2cccc(Cl)c2)nc2c1CCC2,6,10%,.,8%,?,-66%[inhibitor],1,14µM*
CCCCN(C(=O)CCOc1ccc(OCC)cc1)c1c(N)n(Cc2ccccc2)c(=O)[nH]c1=O,-4,30%[activator],-37%,-9%,0%,-6%,0,15%

# Bioassay records as filed in PubChem.
